# From PubChem
# Rin1 Abl inh: human Rin1-Abl interaction inhibition. P00519+Q13671. TR-FRET Rin1/Abl binding, biochemical. inhibition, % at 7.35 µM. 0.4% of 360,000 active. AID 588664; in the data active = inhibition above about 5%, passing the limit was not always enough
# FAS-TE inh: blocks the thioesterase domain of human fatty acid synthase; recombinant FAS-TE, OMFH fluorogenic substrate, fluorescence endpoint; inhibition, % at 15 µM; 0.67% of 360,000 active; AID 602261;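 active = compounds whose normalised, plate-corrected inhibition of enzyme fluorescence in the single-dose primary screen is 50% or more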;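 note: 0% = DMSO with enzyme and 100% = substrate without enzyme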
# Neddyl block: cullin neddylation inhibition. calls only at 25 µM. 0.58% of 360,000 active. P61081+Q13564. TR-FRET cullin neddylation, biochemical. AID 651699; in the data active = inhibition above about 36%
# NRP1-CendR mod: alters CendR peptide binding to human NRP-1 | O14786 | FAM-RPARPAR peptide binding to NRP-1, fluorescence polarization | inhibition, % at 25 µM | 0.85% of 360,000 active;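 active = inhibition or corrected inhibition above about 18%, plus a signal ratio from 0.5 to 1.5, limit read from the data, passing the limit was not always enough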; note: strong numbers were not always called active
# SKN-1 block: C. elegans SKN-1 inhibition | 0.49% of 360,000 active | C. elegans VP596 Pgst-4::GFP/RFP ratio, acrylamide-induced, 24 h | inhibition, % at 21.8 µM | AID 624304;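 active = interference check ratio from 0.5 to 1.5 plus GFP to RFP signal ratio inhibition reaching or exceeding a fixed threshold, cut at about 30% in these data, passing the limit was not always enough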; note: some compounds called inactive have numbers as strong as hits
# PABP1 MLLE inh: inhibitors of microRNA-mediated deadenylation, human PABP1 MLLE binding; P11940; GST-MLLE / FITC-PAM2 fluorescence polarization; inhibition, % at 20 µM; 0.36% of 360,000 active; in the data active = inhibition above about 35%, passing the limit was not always enough;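 note: plate controls were DMSO wells with GST-MLLE for no effect and wells lacking GST-MLLE protein for full effect; some results filed as inactive read as strong as hits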
# Target sequence (P11940 whole entry, looked up): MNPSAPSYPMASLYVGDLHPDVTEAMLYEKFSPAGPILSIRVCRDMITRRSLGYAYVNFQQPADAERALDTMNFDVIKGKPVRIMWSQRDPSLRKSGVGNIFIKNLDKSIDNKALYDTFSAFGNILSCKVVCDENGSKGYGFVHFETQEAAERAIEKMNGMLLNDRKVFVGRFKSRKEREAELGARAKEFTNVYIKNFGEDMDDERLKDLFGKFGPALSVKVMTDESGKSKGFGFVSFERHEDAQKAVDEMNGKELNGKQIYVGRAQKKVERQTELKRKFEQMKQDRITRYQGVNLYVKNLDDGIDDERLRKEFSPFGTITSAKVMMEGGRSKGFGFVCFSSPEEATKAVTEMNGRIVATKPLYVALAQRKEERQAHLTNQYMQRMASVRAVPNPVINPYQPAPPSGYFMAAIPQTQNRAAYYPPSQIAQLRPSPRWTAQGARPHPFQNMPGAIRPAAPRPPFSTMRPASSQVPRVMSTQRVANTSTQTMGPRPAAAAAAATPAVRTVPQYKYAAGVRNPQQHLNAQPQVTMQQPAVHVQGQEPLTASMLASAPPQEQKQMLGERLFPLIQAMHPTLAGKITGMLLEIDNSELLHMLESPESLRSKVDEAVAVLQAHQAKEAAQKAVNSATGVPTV
# E coli Lon inh: inhibitors of E. coli Lon protease; P0A9M0; purified E. coli Lon protease, fluorescence polarization; inhibition, % at 7.94 µM; 0.42% of 360,000 active; in the data active = inhibition above about 13%, passing the limit was not always enough;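 note: 0% = enzyme with probe and DMSO and 100% = no enzyme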
# MsrA act: activates bovine MsrA enzyme | purified bovine MsrA, absorbance read-out | activation, % at 10.6 µM | 0.3% of 360,000 active; in the data active = activation above about 7.5%;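 note: 0% = vehicle and 100% = reference activator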
# MT1-MMP act inh: MT1-MMP (human) activation inhibition; GFP/RFP ratio change, % at 20 µM; HT1080 RFP-PRO-GFP cells, GFP/RFP ratio fluorescence, overnight; percent of plate control window, DMSO zero; P50281; 0.061% of 360,000 active;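 active = GFP/RFP ratio change of at least 30% with cell ATP level not reduced by more than half and red fluorescence within 50% of control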; note: strong numbers were not always called active
#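 Assay system: RFP-PRO-GFP reporter HT1080 cells; read-out basis: GFP/RFP fluorescence ratio; benchmarks: DMSO wells and RFP-L50D-GFP cells; doses: 20 µM single dose, 1% DMSO; schedule: overnight cell settling, then overnight compound exposure, 37 °C, 5% CO2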
# * marks the source's active call; other numbers are inactive results; i = inactive; . = not tested or not shown; + = active, no number.
SMILES,Rin1 Abl inh,FAS-TE inh,Neddyl block,NRP1-CendR mod,SKN-1 block,PABP1 MLLE inh,E coli Lon inh,MsrA act,MT1-MMP act inh
O=C(Nc1ccc(N2CCCCCC2)cc1)c1ccccc1Cl,-2,11,i,-12,28,-3,19*,-1,-6
CCCc1nc2nc(C)c(NS(=O)(=O)c3ccc([N+](=O)[O-])cc3)c(=O)n2[nH]1,2,0,i,2,-17,-5,0,-14,6
COc1cccc(-c2nnc(SCCC(=O)O)n2C)c1,-2,-8,i,-2,-3,0,-7,-4,0
Cc1cc(C(=O)NNC(=O)c2ccc(F)cc2)c(C)s1,2,-3,i,7,-3,-9,-17,-13,.
Cc1ccc2c(CN3CCN(S(=O)(=O)c4ccc(Cl)cc4)CC3)cc(=O)oc2c1C,0,34,i,0,-5,-4,-8,-2,-2
O=C(CSc1ccc(Cl)cc1Cl)N1CCC(c2nc3ccccc3s2)CC1,-4,31,i,-11,-7,-14,12,-3,0
COc1ccccc1OCCc1nnc(N)s1,-3,-5,i,0,9,-14,5,-4,-1
COc1ccc(/C=N/NC(=O)c2nn(-c3ccccc3)c(=O)c3c(N)scc23)cc1,0,-7,i,-12,5,16,13,-4,15
COc1ccccc1N(C)S(=O)(=O)c1ccc(C(=O)NCc2ccccc2CN2CCCC2)cc1,1,-8,i,4,2,-6,-4,3,3
Cc1ccc(C(=O)NCC(=O)OCC(=O)NC(C)c2ccccc2)s1 (centres undefined),1,-2,i,7,-9,-4,0,-6,2
NC(=O)c1cc(-c2ccccc2)nc(N2CCCCCC2)n1,-2,10,.,10,23,5,0,-3,0
Cc1cccc(CSc2ncnc3nc[nH]c23)c1,3,-12,i,-5,17,-12,-11,-3,2
CCOC(=O)c1oc2cc(C)cc(O)c2c(=O)c1-c1csc(C)n1,0,8,i,6,4,16,3,1,-2
CCc1ccc(C(=O)NC(C(=O)NCC2CCCO2)C(C)C)cc1 (centres undefined),0,-3,i,7,0,7,-4,-1,-1
COc1cc(C2CC(=O)N(CC(=O)NCC3CCCO3)c3ccccc3S2)cc(OC)c1OC (centres undefined),-1,-10,i,8,11,7,-7,-5,-2
Cc1cc(C(F)F)nn1CC(=O)NC1CCCC1,3,-2,i,-4,20,-1,-2,-2,0
CCCOc1ccc(CNC(=O)CCC(=O)n2ncc3cc(C)ccc32)cc1,-1,-4,i,-10,3,-7,-2,-1,1
CCc1nc(N2CCN(C(=O)c3ccco3)CC2)c(C#N)c2c1COC(C)(C)C2,3,-13,.,7,10,5,2,-4,-1
CC(c1ccccn1)C(C)(O)C(C)c1ccccn1 (centres undefined),2,-2,i,6,13,-16,-1,-6,-2
O=C(CCc1nc2ccccc2[nH]1)Nc1ccccc1,-2,-1,i,-10,12,-9,-5,-2,3
CCOC(=O)N1CCC(NC(=O)C(Cc2ccccc2)NC(=O)C2CCCCC2)CC1 (centres undefined),7,-3,i,-7,-1,3,-2,-8,1
CC(C)=NNC(=O)CN1C(=O)NC2NC(=O)NC21 (centres undefined),1,-7,i,-12,17,7,-1,-4,-1
CCOC(=O)c1c(CSc2ccc(CC)cc2)oc2ccc(O)c(CN(C)C)c12,0,-63,i,7,4,2,12,-6,-11
CC(=O)N1c2ccccc2C(=O)OC1c1cccnc1 (centres undefined),-3,-9,i,-18,-9,-6,0,-1,3
CSCCC(NC(=O)COc1ccccc1)C(=O)N1CCN(c2ccccc2Cl)CC1 (centres undefined),-4,16,i,4,-8,9,-8,0,2

# Next records follow.
SMILES,Rin1 Abl inh,FAS-TE inh,Neddyl block,NRP1-CendR mod,SKN-1 block,PABP1 MLLE inh,E coli Lon inh,MsrA act,MT1-MMP act inh
Cc1cc(C)nc(-n2nc(C)cc2NC(=O)COC(=O)CCC(=O)c2cccs2)n1,0,-4,i,5,-1,12,-17,1,3
Cc1ccc(NC(=O)CN2CCc3cc4c(cc3C2C)OCCCO4)cc1C (centres undefined),-3,17,i,4,10,-2,2,-7,2
O=C(CSc1ccc2nnc(-c3ccccn3)n2n1)Nc1ccc(F)cc1F,-4,-6,i,2,-9,-4,-14,-11,3
C=CCSc1nnc2c(n1)[nH]c1c(C)cccc12,-3,-1,i,-2,17,13,4,-1,-1
O=C(/C=C/c1ccccc1)Oc1cccc(C(=S)N2CCOCC2)c1,-2,8,i,7,5,5,2,0,-3
CCOc1cccc(-c2cc(C(=O)NN)[nH]n2)c1,-2,-2,i,-6,-12,-89,3,0,4
CCCN(CC(=O)c1cc(C)n(C)c1C)S(=O)(=O)c1cccc(C(F)(F)F)c1,3,17,i,12,11,-10,1,-8,-5
C/[N+]([O-])=C\CC(=O)c1ccc(-c2ccccc2)cc1,7,-8,i,-7,-2,-5,-10,-4,-2
C=CCc1ccc(OCCCOc2ccc(C)c(C)c2)c(OC)c1,0,14,i,2,6,-4,-7,-4,8
Cc1ccc(S(=O)(=O)N[C@H](C(=O)OCn2nnc3ccccc3c2=O)C(C)C)cc1,-2,1,i,10,8,-4,-7,0,3
O=C1NCCN(Cc2ccoc2)C1CC(=O)N(CCO)Cc1ccccc1 (centres undefined),0,-5,i,-1,7,0,1,0,5
Cc1cccc(C2=NOC(=O)/C2=C\c2ccccc2F)c1,0,-1,i,2,-15,2,5,-4,2
O=C(CN1CCN(c2ccccn2)CC1)Nc1cc(C(F)(F)F)ccc1Cl,1,13,i,-10,8,-4,7,-2,-1
CCOC(=O)CCC(NC(=O)CC(=O)NC(CCC(=O)OCC)C(=O)OCC)C(=O)OCC (centres undefined),0,-4,i,-5,2,3,2,-1,-1
CCc1nc2ccc(C(=O)NCCOc3ccc(OC)cc3)cn2c1N(C)CCCc1ccccc1,-3,13,i,-4,11,5,-4,-1,-1
COc1ccc(C2C3=C(CC(C)(C)CC3=O)Nc3c2c(=O)[nH]c(=O)n3Cc2ccccc2)cc1OC (centres undefined),0,-4,+,4,18,7,-15,0,-2
COc1ccc(S(=O)(=O)N2CCOC2CNC(=O)C(=O)NCc2cccnc2)cc1C (centres undefined),-2,-4,i,-6,-2,2,5,-9,3
C[C@H](CO)N1C[C@H](C)[C@@H](CN(C)C(=O)Nc2ccc3c(c2)OCO3)Oc2c(NC(=O)Nc3ccc4c(c3)OCO4)cccc2C1=O,1,55*,i,23,1,3,12,-1,-4
COCCCn1c(SCc2ccc(OC)cc2)nc2cc(OC)c(OC)cc2c1=N,-4,9,i,18,5,-21,-6,1,9
Cc1c(C(=O)N2CCN(C)CC2)oc2ccc(S(=O)(=O)N3CCOCC3)cc12,0,-6,i,4,-6,-5,2,-1,0
COc1cccc(CN2CCN(Cc3cc4ccccc4[nH]3)CC2CCO)c1 (centres undefined),0,-4,i,-6,-15,-8,-5,-5,-6
COc1ccccc1-c1nc(C(F)(F)F)c(OC)o1,-5,-1,i,-7,13,-18,-7,-3,6
CCCCNC(=O)c1c[nH]c2ccc(S(=O)(=O)Nc3ccc(OCC)cc3)cc2c1=O,-2,2,i,-6,-4,-2,-2,-5,3
N#C/C(=C\c1cccnc1)C(=O)Nc1ccc(Cl)cc1,3,6,i,7,1,-9,-2,-1,-3
COc1ccc(NC(=O)CN(C)C(=O)CNC(=O)C2CCCCC2)cc1,-1,-5,i,7,-17,4,-2,-7,2

# The list goes on.
SMILES,Rin1 Abl inh,FAS-TE inh,Neddyl block,NRP1-CendR mod,SKN-1 block,PABP1 MLLE inh,E coli Lon inh,MsrA act,MT1-MMP act inh
Cc1cccnc1CN1CCN(Cc2nc(C(c3ccccc3)c3ccccc3)no2)CC1,-2,1,i,3,-3,-1,-2,-3,-3
C[C@H]1COC(=O)[C@@H](Cc2ccc(F)cc2)CC/C=C/C[C@H](CC(=O)N(CCO)Cc2ccccc2)C(=O)N1,3,-5,i,20,10,14,-1,-4,5
Cc1cc(C(=O)COc2cccnc2[N+](=O)[O-])c(C)n1Cc1ccco1,-3,20,i,-19,0,13,0,-7,-6
O=C1S/C(=C\c2ccc(Cl)cc2)C(=O)N1CCn1cnnn1,2,19,i,-4,4,4,-3,-3,-3
N#CC1=C(N)Oc2n[nH]c(-c3cccs3)c2C1c1ccsc1 (centres undefined),4,5,i,-24,-8,-8,-3,-4,-3
O=[N+]([O-])c1cc(C(F)(F)F)c(Cl)cc1N1CCN(CCO)CC1,-2,-9,i,0,-1,7,-8,-7,2
O=C(C[n+]1cccc(Br)c1)c1cccs1,0,-8,i,6,17,18,-18,-10,3
Cc1cccc(C(C)(C)C)c1OCCOCCN1CCCC1,1,-7,i,7,16,10,2,-9,-3
CC(=O)OCC(=O)[C@@]12OC3(CCCC3)O[C@@H]1C[C@H]1[C@@H]3CCC4=CC(=O)C=C[C@]4(C)[C@@]3(F)[C@@H](O)C[C@@]12C,-2,7,i,1,-9,-19,0,-10,-7
COc1ccc2c(c1)c(=O)c(C(=O)c1ccc(Cl)cc1)cn2CC(=O)Nc1ccc(F)cc1,-3,-2,i,-16,-23,-6,-5,-2,10
COC(=O)C1CCN(C(=O)Nc2ccccc2)CC1,1,-3,i,6,5,3,0,-6,3

# An excerpt of these results, bar-delimited:
molecule | Rin1 Abl inh | FAS-TE inh | Neddyl block | NRP1-CendR mod | SKN-1 block | PABP1 MLLE inh | E coli Lon inh | MsrA act | MT1-MMP act inh
Cc1c(C(=O)N2CCN(C)CC2)oc2ccc(S(=O)(=O)N3CCOCC3)cc12 | 0 | -6 | i | 4 | -6 | -5 | 2 | -1 | 0
COc1cccc(CN2CCN(Cc3cc4ccccc4[nH]3)CC2CCO)c1 (centres undefined) | 0 | -4 | i | -6 | -15 | -8 | -5 | -5 | -6
COc1ccccc1-c1nc(C(F)(F)F)c(OC)o1 | -5 | -1 | i | -7 | 13 | -18 | -7 | -3 | 6
CCCCNC(=O)c1c[nH]c2ccc(S(=O)(=O)Nc3ccc(OCC)cc3)cc2c1=O | -2 | 2 | i | -6 | -4 | -2 | -2 | -5 | 3
N#C/C(=C\c1cccnc1)C(=O)Nc1ccc(Cl)cc1 | 3 | 6 | i | 7 | 1 | -9 | -2 | -1 | -3
COc1ccc(NC(=O)CN(C)C(=O)CNC(=O)C2CCCCC2)cc1 | -1 | -5 | i | 7 | -17 | 4 | -2 | -7 | 2
Cc1cccnc1CN1CCN(Cc2nc(C(c3ccccc3)c3ccccc3)no2)CC1 | -2 | 1 | i | 3 | -3 | -1 | -2 | -3 | -3
C[C@H]1COC(=O)[C@@H](Cc2ccc(F)cc2)CC/C=C/C[C@H](CC(=O)N(CCO)Cc2ccccc2)C(=O)N1 | 3 | -5 | i | 20 | 10 | 14 | -1 | -4 | 5
Cc1cc(C(=O)COc2cccnc2[N+](=O)[O-])c(C)n1Cc1ccco1 | -3 | 20 | i | -19 | 0 | 13 | 0 | -7 | -6
O=C1S/C(=C\c2ccc(Cl)cc2)C(=O)N1CCn1cnnn1 | 2 | 19 | i | -4 | 4 | 4 | -3 | -3 | -3
N#CC1=C(N)Oc2n[nH]c(-c3cccs3)c2C1c1ccsc1 (centres undefined) | 4 | 5 | i | -24 | -8 | -8 | -3 | -4 | -3
O=[N+]([O-])c1cc(C(F)(F)F)c(Cl)cc1N1CCN(CCO)CC1 | -2 | -9 | i | 0 | -1 | 7 | -8 | -7 | 2
O=C(C[n+]1cccc(Br)c1)c1cccs1 | 0 | -8 | i | 6 | 17 | 18 | -18 | -10 | 3
Cc1cccc(C(C)(C)C)c1OCCOCCN1CCCC1 | 1 | -7 | i | 7 | 16 | 10 | 2 | -9 | -3
